Screening results from PubChem.
FadD28 FP inh – inhibitors of FadD28 bisubstrate probe binding, primary screen, biochemical, fluorescence polarization, single point. 0.22% of 360,000 active. AID 588549, 2011. inhibition, % at 12.5 µM; in the data active = inhibition above about 8.5%, passing the limit was not always enough; inconclusive = no clear call, values can overlap the other calls
BoNT-F LC inh – BoNT/F light chain protease inhibitors, primary screen, biochemical, flow cytometry, MLPCN library; Botulinum neurotoxin type F light chain protease (Clostridium botulinum); Multiplex microsphere protease cleavage assay; inhibition, % at 10 µM; 0.22% of 360,000 active; in the data active = inhibition above about 35%, passing the limit was not always enough; inconclusive = no clear call, values can overlap the other calls; note: plate controls were buffer without enzyme for full effect and enzyme alone for no effect
BioA inh – M. tuberculosis BioA enzyme inhibitors, primary screen, biochemical, plate reader, single point, HTS; purified M. tuberculosis BioA enzyme; inhibition, % at 9.99 µM; 0.096% of 360,000 active; AID 602481, 2012; in the data active = inhibition above about 40%; inconclusive = no clear call, values can overlap the other calls
UGM FP inh – M. tuberculosis UGM enzyme inhibitors, primary screen, biochemical, fluorescence polarization, single point; UDP-galactopyranose mutase (Mycobacterium tuberculosis (strain ATCC 25618 / H37Rv)), …; 0.06% of 320,000 active; inhibition, % at 10 µM; purified UGM, fluorescence polarization probe displacement; in the data active = inhibition above about 10%, passing the limit was not always enough; inconclusive = no clear call, values can overlap the other calls
Target sequence (P9WIQ1 whole entry, looked up): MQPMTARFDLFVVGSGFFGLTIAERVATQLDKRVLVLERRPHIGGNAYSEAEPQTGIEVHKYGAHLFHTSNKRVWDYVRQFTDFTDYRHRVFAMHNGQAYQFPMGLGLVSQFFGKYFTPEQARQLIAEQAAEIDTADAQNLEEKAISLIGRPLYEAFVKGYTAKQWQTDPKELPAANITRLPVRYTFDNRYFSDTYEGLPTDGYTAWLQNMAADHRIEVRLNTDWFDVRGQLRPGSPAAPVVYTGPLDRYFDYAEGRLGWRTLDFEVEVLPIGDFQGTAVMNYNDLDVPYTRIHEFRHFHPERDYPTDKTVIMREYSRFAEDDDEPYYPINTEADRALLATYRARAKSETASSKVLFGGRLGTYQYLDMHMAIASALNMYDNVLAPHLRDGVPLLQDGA
BoNT-A LC inh2 – BoNT/A light chain protease inhibitors, primary screen, biochemical, flow cytometry, MLPCN library; inhibition, % at 10 µM; 0.17% of 360,000 active; AID 588499, 2011; Botulinum neurotoxin type A light chain protease (Clostridium botulinum A str. ATCC 3502); multiplex microsphere protease substrate cleavage; in the data active = inhibition above about 30%; inconclusive = no clear call, values can overlap the other calls; note: plate controls were buffer without enzyme for full effect and enzyme alone for no effect
CCHF vOTU inh – CCHFV vOTU protease inhibitors, primary screen, biochemical, Pep-AMC substrate, fluorescence | AID 651958, 2012 | 0.55% of 370,000 active | inhibition, % at 11.5 µM; note: 0% = vehicle wells with enzyme and 100% = no enzyme wells
Mtb FBA inh – Mtb FBA enzyme inhibitors, primary screen, biochemical, fluorescence, strain H37Rv. Fructose-bisphosphate aldolase (Mycobacterium tuberculosis (strain ATCC 25618 / H37Rv)), …. purified M. tuberculosis FBA, fluorescence read-out. inhibition, % at 1 µM. 2.3% of 360,000 active. AID 588726, 2011; in the data active = inhibition above about 27%;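 note: 0% = vehicle and 100% = reference inhibitor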
Target sequence (P9WQA3 whole entry, looked up): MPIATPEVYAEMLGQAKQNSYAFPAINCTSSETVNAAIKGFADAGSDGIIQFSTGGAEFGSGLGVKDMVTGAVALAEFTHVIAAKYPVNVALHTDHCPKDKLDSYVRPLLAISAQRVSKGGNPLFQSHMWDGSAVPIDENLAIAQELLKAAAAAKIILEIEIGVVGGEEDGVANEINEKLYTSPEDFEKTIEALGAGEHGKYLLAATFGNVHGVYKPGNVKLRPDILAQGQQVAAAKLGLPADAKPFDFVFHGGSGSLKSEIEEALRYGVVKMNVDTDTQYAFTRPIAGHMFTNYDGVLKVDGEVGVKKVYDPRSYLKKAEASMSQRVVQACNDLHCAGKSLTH
PrPC surface inh – inhibitors of human cell surface prion protein PrPC, primary screen, cell-based, TR-FRET | inhibition, % at 13.8 µM | 0.43% of 370,000 active | TR-FRET read-out | AID 720596, 2013; in the data active = inhibition above about 24%; note: 0% = median of the test wells and 100% = reference compound wells
GDH-TPI counter – GDH-TPI coupling enzyme inhibitors, primary screen, artefact control for M. tuberculosis FBA inhibitor project, biochemical, absorbance, full deck. GDH-TPI coupled enzyme counterscreen, NADH absorbance. inhibition, % at 4.8 µM. 1.2% of 360,000 active;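 note: 0% = DMSO wells and 100% = wells lacking the enzyme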
* hit, by the source's call. Cut-off read from the data, not from the text of the source, unless noted: active = inhibition above about 30%; inactive = the rest.

Results for O=C(NCC(=O)N(c1ccccc1F)C(C(=O)NC1CCCC1)c1cccnc1)c1ccco1 (stereo not drawn) ?
FadD28 FP inh: -0.5; BoNT-F LC inh: -5.7; BioA inh: -2.5; UGM FP inh: -0.6; BoNT-A LC inh2: -3.8; CCHF vOTU inh: -1.4; Mtb FBA inh: -1.2; PrPC surface inh: -2.5; GDH-TPI counter: -1.5

What do the screens show for `CCN(CC)C(=O)CSc1nnc(-c2ccccn2)n1Cc1ccccc1`?
FadD28 FP inh: 0.1; BoNT-F LC inh: -7.7; BioA inh: -0.5; UGM FP inh: -2.9; BoNT-A LC inh2: -0.4; CCHF vOTU inh: -15.4; Mtb FBA inh: 0.0; PrPC surface inh: 3.6; GDH-TPI counter: 5.1

Results for Cc1cc(C)nc(NC(=O)CSc2nc3ccccc3o2)n1 ?
FadD28 FP inh: 0.9; BoNT-F LC inh: 6.1; BioA inh: -0.2; UGM FP inh: 1.8; BoNT-A LC inh2: 0.7; CCHF vOTU inh: -4.3; Mtb FBA inh: -1.6; PrPC surface inh: 2.2; GDH-TPI counter: -4.6

Results for CC(=O)NC(Cc1ccc(N(CCCl)CCCl)cc1)C(=O)O (stereo not drawn) ?
FadD28 FP inh: 1.1; BoNT-F LC inh: -3.5; BioA inh: -0.2; UGM FP inh: 1.4; BoNT-A LC inh2: 1.1; CCHF vOTU inh: -8.2; Mtb FBA inh: 0.9; PrPC surface inh: -3.3; GDH-TPI counter: 8.1

How did CCCCN(CCCNC(=O)c1ccc(CS(=O)(=O)c2c(Cl)cccc2Cl)o1)Cc1ccccc1 do in these assays?
FadD28 FP inh: -2.9; BoNT-F LC inh: -6.3; BioA inh: 0.1; UGM FP inh: -1.7; BoNT-A LC inh2: 2.6; CCHF vOTU inh: 6.4; Mtb FBA inh: 0.9; PrPC surface inh: -8.6; GDH-TPI counter: -1.5

What do the screens show for `O=C(CC(=O)c1ccccc1)c1ccccc1`?
FadD28 FP inh: -1.2; BoNT-F LC inh: -4.5; BioA inh: 0.5; BoNT-A LC inh2: -0.3; CCHF vOTU inh: -5.9; Mtb FBA inh: 5.7; PrPC surface inh: -4.7; GDH-TPI counter: 23.8

Results for O=C(NC1CCN(C(=O)Nc2cccc(Cl)c2)CC1)c1ccco1 ?
FadD28 FP inh: -2.3; BoNT-F LC inh: -8.6; BioA inh: 3.2; UGM FP inh: 1.8; BoNT-A LC inh2: -0.5; CCHF vOTU inh: -8.8; Mtb FBA inh: 1.2; PrPC surface inh: -1.4; GDH-TPI counter: 10.6

How did COc1ccc(C(=O)Nc2oc(-c3ccccc3)c(-c3ccccc3)c2C#N)cc1 do in these assays?
FadD28 FP inh: -0.7; BoNT-F LC inh: -12.1; BioA inh: -1.8; UGM FP inh: -0.9; BoNT-A LC inh2: -2.3; CCHF vOTU inh: 6.4; Mtb FBA inh: 3.7; PrPC surface inh: 8.8; GDH-TPI counter: 11.3

How did CC(C)CNC(=O)COC(=O)c1cc(Cl)cc(Cl)c1N do in these assays?
FadD28 FP inh: -1.3; BoNT-F LC inh: 8.8; BioA inh: -1.1; UGM FP inh: 2.3; BoNT-A LC inh2: 0.6; CCHF vOTU inh: -105.6; Mtb FBA inh: 78.2*; PrPC surface inh: 5.9; GDH-TPI counter: -1.0

Results for CCOc1ccc(N(CC(=O)NC2CCCC(C)C2C)S(=O)(=O)c2c(C)noc2C)cc1 (stereo not drawn) ?
FadD28 FP inh: 0.0; BoNT-F LC inh: -0.9; BioA inh: -0.1; UGM FP inh: 3.1; BoNT-A LC inh2: -0.4; CCHF vOTU inh: 2.3; Mtb FBA inh: 1.2; PrPC surface inh: -7.3; GDH-TPI counter: -2.4

How did COc1ccc(-c2cc(C(=O)NCc3cccs3)no2)cc1 do in these assays?
FadD28 FP inh: -0.7; BoNT-F LC inh: -4.8; UGM FP inh: -1.6; BoNT-A LC inh2: 0.0; CCHF vOTU inh: -1.6; Mtb FBA inh: 2.5; PrPC surface inh: -2.0; GDH-TPI counter: 24.7

What do the screens show for `Cc1ccc2c(c1)C1(C)C(C(C)(C)N2C=O)C1(Cl)Cl` (stereo not drawn)?
FadD28 FP inh: 0.5; BoNT-F LC inh: inconclusive; BioA inh: -0.2; UGM FP inh: 0.4; BoNT-A LC inh2: -8.4; CCHF vOTU inh: -9.8; Mtb FBA inh: -0.9; PrPC surface inh: 12.4; GDH-TPI counter: 10.2

Results for CCOC(=O)[C@H]1[C@H]2COc3cc(OC)ccc3[C@@H]2N2C(=O)c3c(C)cc(C)cc3NC(=O)[C@@]12C ?
FadD28 FP inh: -2.2; BoNT-F LC inh: -5.6; BioA inh: 0.6; UGM FP inh: -1.9; BoNT-A LC inh2: -0.2; CCHF vOTU inh: -10.1; Mtb FBA inh: 4.6; PrPC surface inh: -1.6; GDH-TPI counter: 7.4

How did O=C(O)C1Cc2ccccc2CN1S(=O)(=O)c1ccccc1 (stereo not drawn) do in these assays?
FadD28 FP inh: -0.6; BoNT-F LC inh: -4.3; BioA inh: 1.0; UGM FP inh: -0.5; BoNT-A LC inh2: 0.3; CCHF vOTU inh: 2.4; Mtb FBA inh: -1.6; PrPC surface inh: -4.0; GDH-TPI counter: 16.1

How did O=C(COc1ccc(Cl)cc1)NCc1nnc(SCC(=O)c2ccccc2)o1 do in these assays?
FadD28 FP inh: -3.5; BoNT-F LC inh: inconclusive; BioA inh: 1.2; UGM FP inh: -2.0; BoNT-A LC inh2: 1.7; CCHF vOTU inh: 4.5; Mtb FBA inh: 6.0; PrPC surface inh: -0.9; GDH-TPI counter: -2.7

How did O=C(CCNc1n[nH]c(=O)[nH]c1=O)N1CCCCC1 do in these assays?
FadD28 FP inh: -0.1; BoNT-F LC inh: -15.1; BioA inh: -0.7; UGM FP inh: -2.2; BoNT-A LC inh2: -2.5; CCHF vOTU inh: -9.4; Mtb FBA inh: 1.0; PrPC surface inh: 12.6; GDH-TPI counter: 1.6

Results for CCCCN(C(=O)Cc1coc2cc(C)c(C)cc12)c1c(N)n(Cc2ccccc2)c(=O)[nH]c1=O ?
FadD28 FP inh: -1.8; BoNT-F LC inh: inconclusive; BioA inh: -1.1; UGM FP inh: 1.5; BoNT-A LC inh2: inconclusive; CCHF vOTU inh: 16.4; Mtb FBA inh: 2.1; PrPC surface inh: -0.4; GDH-TPI counter: 4.5

Results for COc1ccc(C(=O)OCCCc2cc3ccccc3c(=O)o2)cc1 ?
FadD28 FP inh: 0.8; BoNT-F LC inh: -1.5; BioA inh: 4.6; UGM FP inh: 3.2; BoNT-A LC inh2: 0.0; CCHF vOTU inh: -0.5; Mtb FBA inh: 4.5; PrPC surface inh: -3.4; GDH-TPI counter: 16.8

How did CC1(C)N=C(N)N=C(N)N1c1cccc(C#N)c1 do in these assays?
FadD28 FP inh: -1.4; BoNT-F LC inh: 2.1; BoNT-A LC inh2: 0.1; CCHF vOTU inh: -8.1; Mtb FBA inh: 1.2; PrPC surface inh: -3.9; GDH-TPI counter: -4.3

What do the screens show for `COc1ccc2cc(Br)ccc2c1CC(=O)NCC1CCCO1` (stereo not drawn)?
FadD28 FP inh: -0.6; BoNT-F LC inh: -1.8; BioA inh: -0.8; UGM FP inh: 1.3; BoNT-A LC inh2: -1.0; CCHF vOTU inh: -0.5; Mtb FBA inh: 8.6; PrPC surface inh: -1.4; GDH-TPI counter: 2.5

An excerpt from the list above, as a working copy:
How did CC1(C)N=C(N)N=C(N)N1c1cccc(C#N)c1 do in these assays?
FadD28 FP inh: -1.4; BoNT-F LC inh: 2.1; BoNT-A LC inh2: 0.1; CCHF vOTU inh: -8.1; Mtb FBA inh: 1.2; PrPC surface inh: -3.9; GDH-TPI counter: -4.3

What do the screens show for `COc1ccc2cc(Br)ccc2c1CC(=O)NCC1CCCO1` (stereo not drawn)?
FadD28 FP inh: -0.6; BoNT-F LC inh: -1.8; BioA inh: -0.8; UGM FP inh: 1.3; BoNT-A LC inh2: -1.0; CCHF vOTU inh: -0.5; Mtb FBA inh: 8.6; PrPC surface inh: -1.4; GDH-TPI counter: 2.5

Other records
What do the screens show for `O=C(Cc1ccc(Cl)cc1)NCCN1CCN(C(=O)Cc2ccc(Cl)cc2)CC1`?
FadD28 FP inh: -2.2; BoNT-F LC inh: 2.8; BioA inh: -6.5; UGM FP inh: 4.8; BoNT-A LC inh2: 1.2; CCHF vOTU inh: 2.4; Mtb FBA inh: 4.0; PrPC surface inh: -5.2; GDH-TPI counter: 9.1

How did COc1ccc(OC)c(C(=O)COC(=O)CN2C(=O)NC3(CCCCC3C)C2=O)c1 (stereo not drawn) do in these assays?
FadD28 FP inh: -2.0; BoNT-F LC inh: -8.7; BioA inh: 0.7; UGM FP inh: 1.2; BoNT-A LC inh2: 0.5; CCHF vOTU inh: 0.1; Mtb FBA inh: -3.2; PrPC surface inh: -2.2; GDH-TPI counter: -7.9

How did Cc1ccc(SC(C)C(=O)NCC(C)C)cc1 (stereo not drawn) do in these assays?
FadD28 FP inh: -4.1; BoNT-F LC inh: -7.4; BioA inh: 0.3; UGM FP inh: -1.7; BoNT-A LC inh2: -0.9; CCHF vOTU inh: -14.9; Mtb FBA inh: 1.2; PrPC surface inh: -2.8; GDH-TPI counter: -0.7

What do the screens show for `CCN(CC)CCCNC(=O)c1ccc2c(Cl)c3c(nc2c1)CCCC3`?
FadD28 FP inh: -2.9; BoNT-F LC inh: -7.0; UGM FP inh: 1.4; BoNT-A LC inh2: 0.0; CCHF vOTU inh: -3.7; Mtb FBA inh: 0.0; PrPC surface inh: -7.8; GDH-TPI counter: 4.3

What do the screens show for `O=P(COCCCCCOCP(=O)(c1ccccc1)c1ccccc1)(c1ccccc1)c1ccccc1`?
FadD28 FP inh: 1.0; BoNT-F LC inh: -7.3; UGM FP inh: 1.5; BoNT-A LC inh2: -0.3; CCHF vOTU inh: 5.5; Mtb FBA inh: 6.0; PrPC surface inh: 0.0; GDH-TPI counter: 0.6

How did O=C(c1ccc(S(=O)(=O)c2cccc(Cl)c2)c([N+](=O)[O-])c1)N1CCN(Cc2ccccc2)CC1 do in these assays?
FadD28 FP inh: -3.5; BoNT-F LC inh: 1.7; UGM FP inh: 0.1; BoNT-A LC inh2: 0.0; CCHF vOTU inh: 10.8; Mtb FBA inh: 1.9; PrPC surface inh: 2.1; GDH-TPI counter: 7.4

Results for COc1cc(/C=C/C(=O)O)cc(S(=O)(=O)NCCO)c1OC ?
FadD28 FP inh: -0.4; BoNT-F LC inh: -3.5; BioA inh: 3.9; UGM FP inh: 0.8; BoNT-A LC inh2: -1.4; CCHF vOTU inh: 9.5; Mtb FBA inh: 6.9; PrPC surface inh: -3.1; GDH-TPI counter: 6.1

Results for C/C=C/C(=O)OCC(=O)Nc1ccc(OC)c(OC)c1 ?
FadD28 FP inh: -2.2; BoNT-F LC inh: -3.8; BoNT-A LC inh2: 0.1; CCHF vOTU inh: 1.2; Mtb FBA inh: -0.1; PrPC surface inh: -6.2; GDH-TPI counter: 0.9

Results for Nc1nncn1C(=O)CCCOc1ccccc1 ?
FadD28 FP inh: -0.4; BoNT-F LC inh: -9.0; BioA inh: 0.4; UGM FP inh: -0.5; BoNT-A LC inh2: -1.0; CCHF vOTU inh: 7.9; Mtb FBA inh: 0.4; PrPC surface inh: 6.2; GDH-TPI counter: -3.1

Gathered by group, those above containing a cyano group (two)
How did COc1ccc(C(=O)Nc2oc(-c3ccccc3)c(-c3ccccc3)c2C#N)cc1 do in these assays?
FadD28 FP inh: -0.7; BoNT-F LC inh: -12.1; BioA inh: -1.8; UGM FP inh: -0.9; BoNT-A LC inh2: -2.3; CCHF vOTU inh: 6.4; Mtb FBA inh: 3.7; PrPC surface inh: 8.8; GDH-TPI counter: 11.3

How did CC1(C)N=C(N)N=C(N)N1c1cccc(C#N)c1 do in these assays?
FadD28 FP inh: -1.4; BoNT-F LC inh: 2.1; BoNT-A LC inh2: 0.1; CCHF vOTU inh: -8.1; Mtb FBA inh: 1.2; PrPC surface inh: -3.9; GDH-TPI counter: -4.3
